FXIa inh 1536: inhibitors of human coagulation factor XIa. P03951. purified FXIa, Boc-Glu-Ala-Arg-AMC fluorogenic substrate. inhibition, % at 5 µM. hit rate 0.14% among 220,000. AID 798;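 active means inhibition of at least 40%; inactive means inhibition below 40%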;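 further: fluorescence of freed AMC excited at 355 nm; 0% = enzyme without compound and 100% = no enzyme blank; many of its hits are not listed in these tables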
Target sequence (P03951 19-387 limits assumed): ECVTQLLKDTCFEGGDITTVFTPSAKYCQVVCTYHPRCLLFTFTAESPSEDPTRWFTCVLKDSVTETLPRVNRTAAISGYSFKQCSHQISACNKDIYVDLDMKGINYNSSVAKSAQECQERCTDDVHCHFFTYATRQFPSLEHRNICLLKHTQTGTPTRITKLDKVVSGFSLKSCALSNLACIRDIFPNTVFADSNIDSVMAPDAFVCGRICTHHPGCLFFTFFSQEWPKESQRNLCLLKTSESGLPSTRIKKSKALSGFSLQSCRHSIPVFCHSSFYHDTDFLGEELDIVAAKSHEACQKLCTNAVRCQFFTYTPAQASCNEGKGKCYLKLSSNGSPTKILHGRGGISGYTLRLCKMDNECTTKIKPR
Target sequence (P03951 388-625 limits assumed): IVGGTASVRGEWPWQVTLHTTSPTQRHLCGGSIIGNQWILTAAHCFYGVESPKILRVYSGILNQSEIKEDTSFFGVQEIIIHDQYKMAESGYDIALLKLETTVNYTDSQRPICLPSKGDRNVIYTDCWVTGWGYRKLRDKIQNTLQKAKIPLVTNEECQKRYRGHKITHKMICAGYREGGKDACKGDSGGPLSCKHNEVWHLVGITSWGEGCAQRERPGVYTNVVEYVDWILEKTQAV
TNF necrop inh: inhibitors of TNF-alpha induced necroptosis in Jurkat FADD-/- cells | activation (protection from cell death), % at 10 µM | Jurkat FADD-/- TNF necroptosis rescue, ATP luminescence, 24 h; 0 = TNF only, 100 = no-TNF cells | hit rate 0.068% among 220,000 | AID 463075;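 active means activation, meaning protection from cell death, of at least 50% relative to plate controls; inactive means activation below 50%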;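 further: necroptosis triggered by 40 ng/mL TNF-alpha added together with compound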
Wee1 degr inh: inhibitors of human Wee1 degradation; hit rate 1.2% among 220,000; reporter increase, % at 5 µM; HeLa Luc-Wee1K328M stability, luciferase luminescence; 100% = proteasome inhibitor MG132 effect; P30291;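 active means activation above the mean of all tested compounds plus 3 SD, set per screening run, cut at about 8.8% in these data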;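 further: cells exposed to compound for 20 h before luminescence read; 0% = DMSO alone and 100% = MG132 at 30 µM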
zVAD death inh: blocks zVAD induced death of L929 cells | L929 zVAD necroptosis rescue, ATP luminescence, 24 h; with zVAD 60 µM | viability rescue, % at 10 µM | hit rate 0.38% among 220,000;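 active means activation, scaled between plate controls, above about 75%, limit read from the data; inactive means activation under that limit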;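 further: 0% = zVAD with DMSO and 100% = DMSO alone without zVAD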
FXIIa inh 1536: inhibitors of human coagulation factor XIIa; purified FXIIa, Boc-QGR-AMC fluorogenic substrate, 2 h; P00748; hit rate 0.3% among 220,000; inhibition, % at 5 µM; in the data active means inhibition above about 40%;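 further: 0% = enzyme with no compound and 100% = blank without enzyme; many of its hits are not listed in these tables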
PPC-1+TRAIL kill: compounds killing PPC-1 cancer cells with TRAIL present (potentiator screen, no TRAIL-free arm) | PPC-1 cells + TRAIL, ATPLite viability luminescence | cell killing (% activity), % at 4 µM | hit rate 0.41% among 220,000;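 active means cell killing above 50% in the first pass at 4 µM, then a duplicate retest at 5 µM averaging 50% or more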;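 further: plate controls were cells with TRAIL plus DMSO for no effect and medium-only wells lacking cells for full effect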
Tb hexokinase: blocks Trypanosoma brucei hexokinase 1 activity; recombinant TbHK1, G6PDH-coupled NADH A340; inhibition, % at 10 µM; hit rate 0.11% among 220,000;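 active means inhibition of 50% or more in the single-dose primary screen; inactive means inhibition below 50%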
CHOP inhibitor: blocks CHOP induction under ER stress. CHO-K1 CHOP-promoter luciferase, tunicamycin-induced, 15-18 h. hit rate 3.8% among 220,000. inhibition, % at 10 µM;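 active means compounds that reduced the stress-induced luciferase reporter signal by more than about 70% of percent inhibition, limit read from the data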;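 further: 0% = tunicamycin plus vehicle and 100% = wells without tunicamycin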
PGE2 EP2 inh: inhibitors of human EP2 prostaglandin E2 receptor. P43116. C6 glioma cells expressing human EP2, cAMP TR-FRET; cells stimulated with saturating PGE2. inhibition, % at 25 µM. AID 1422. hit rate 0.52% among 260,000;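 active means percent inhibition above 40 after rounding to a whole number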;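 further: rat C6 glioma host cells with rolipram phosphodiesterase inhibitor present; the protocol text gives 20 µM as final concentration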
Target sequence (P43116 whole entry, looked up): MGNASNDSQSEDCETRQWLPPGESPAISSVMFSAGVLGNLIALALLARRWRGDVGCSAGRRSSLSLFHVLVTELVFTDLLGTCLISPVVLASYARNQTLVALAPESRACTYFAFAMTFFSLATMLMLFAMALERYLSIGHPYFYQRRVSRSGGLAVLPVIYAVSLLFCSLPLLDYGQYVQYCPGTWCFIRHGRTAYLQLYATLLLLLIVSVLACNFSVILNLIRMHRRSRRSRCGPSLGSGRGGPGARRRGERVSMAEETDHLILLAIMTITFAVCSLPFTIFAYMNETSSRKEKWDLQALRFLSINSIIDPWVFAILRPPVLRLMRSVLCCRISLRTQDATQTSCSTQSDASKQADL
* = called active by the depositor; . = not tested or not shown; & = joins results of further samples. An excerpt (hit frequency here may not be typical).

SMILES	FXIa inh 1536	TNF necrop inh	Wee1 degr inh	zVAD death inh	FXIIa inh 1536	PPC-1+TRAIL kill	Tb hexokinase	CHOP inhibitor	PGE2 EP2 inh
CC(C)CN1CN(Cc2ccccc2)CNC1=S	6	1.0	0	-0.8	10	17	-3	13	5
Cc1cc(C)c2[nH]c(=O)c(=O)[nH]c2c1	5	-2.0	-1	-0.2	12	11	-21	36	3
CC(C)(C)NC(=O)c1ccc(C(=O)NC(C)(C)C)cc1	-8	-0.2	-1	-0.1	8	3	-8	1	6
COc1ccc(Cl)cc1NC(=O)C(C)N(C)Cc1cccc(Cl)c1Cl (stereo unspecified)	0	2.7	-2	0.3	8	4	7	16	6
COc1cccc(-n2nnc3c(=O)n(Cc4c(F)cccc4Cl)cnc32)c1	3	-0.2	-1	-0.1	5	1	1	27	5
CC1(C)Oc2ccc3ccc(=O)oc3c2/C(=C/NCCO)C1=O	-7	0.3	0	2.3	-17	14	-24	8	8
CCn1c(O)c(N=NC(=O)c2cccnc2)c2cc(Br)ccc21	-7	-0.2	2	0.1	6	18	-22	12	14
CC1CC2c3cccc(C(=O)O)c3C(=O)N2c2ccc(Cl)cc21 (stereo unspecified)	-2	0.4	-3	1.4	2	22	1	3	5
COc1cc(C2NC(=O)NC3=C2C(=O)OC3)cc(OC)c1OC (stereo unspecified)	-2	4.5	1	0.6	6	5	-6	-21	8
Cc1cc(-c2nn(-c3ccccc3F)cc2CN2CCCC(CO)C2)c(C)s1 (stereo unspecified)	4	6.5	1	-0.6	9	.	3	10	4
Cc1ccc(NC(=S)N2CCn3cccc3C2c2cccnc2)cc1 (stereo unspecified)	0	-1.5	0	-0.6	10	22	-4	5	10
CCCC(=O)Nc1ccccc1-c1nnc(SC)[nH]c1=O	20	-0.1	1	-0.3	26	-24	-7	-6	9
CCCc1cc(Nc2cccc(OCC)c2)n2ncnc2n1	-12	-5.5	-1	-1.0	6	1	-4	31	8
CC1(C)CC(=O)C2=C(C1)NC1=C(C(=O)c3ccccc31)C2c1ccccc1 (stereo unspecified)	8	2.3	-1	-0.5	10	18	33	14	8
Cc1ccccc1N(C(=O)Cn1nnc2ccccc21)C(C(=O)NCc1ccco1)c1ccncc1 (stereo unspecified)	-15	0.5	-1	0.2	2	12	0	-9	7
COc1cccc(CNC(=O)C2CCN(S(=O)(=O)c3ccc(F)cc3)CC2)c1	7	1.5	-1	0.0	7	20	2	8	16
CC12CC(NC(=O)N1c1cccc(C(=O)Nc3ncn[nH]3)c1)c1ccccc1O2 (stereo unspecified)	-2	-1.1	-1	-0.3	9	-10	-5	8	17
Cc1ccc(NC(=O)CCC(=O)NNC(=O)COc2cccc3ccccc23)c(C)c1	3	-2.9	4	-0.3	13	11	0	12	12
CSc1ncnc2sc(C)c(C)c12	-5	-1.2	0	1.1	7	-6	0	2	6
O=C(OCc1nnc(-c2ccccc2)o1)C12CC3CC(CC(Br)(C3)C1)C2	-5	-0.7	9.6*	0.3	7	9	8	4	1
Cn1c(CCN2CCN(c3ccc(F)cc3)CC2)nc2cc(NC(=O)c3ccco3)ccc21	-6	1.2	-1	1.8	-1	10	-3	0	2
Cn1nc(-c2ccc(N3CCOCC3)c(NC(=O)c3ccccc3)c2)c2ccccc2c1=O	.	-3.2	-2	-0.4	.	.	-7	.	.
COc1cc2nc(N3CCNCC3)nc(N)c2cc1OC	-4	4.5	1	0.3	9	23	-13	70*	12
O=C(N/N=C/c1ccc2c(c1)OCO2)C1COc2ccccc2O1 (stereo unspecified)	-1	-8.6	1	1.0	17	10	-8	-18	13
S=c1[nH]nc(COc2ccc(Cl)cc2)n1C1CCCCC1	7	-1.6	0	0.8	12	18	2	38	15
Clc1ccc(-n2nnnc2-c2cnc3ccc(Cl)cc3c2-c2ccccc2)cc1	1	-1.8	8	1.8	0	-2	-8	20	11
COc1ccc(-c2cc(-c3ccc(OC)cc3)nc(-c3ccc4c(c3)NC(=O)CO4)c2)cc1	3	-1.8	-3	0.0	16	3	-28	12	4
COc1ccc(NC(=O)COC(=O)c2ccc(OCc3ccc(Cl)cc3Cl)c(OC)c2)c(OC)c1	7	-1.4	-1	2.0	9	5	-6	37	5
CNC(=O)/C(C#N)=C/c1cc(C)n(-c2ccc(N3CCOCC3)cc2)c1C	-9	0.0	2	1.4	2	-1	-2	68	15
N#Cc1c(N)n(CCOC(=O)c2cccc(Br)c2)c2nc3ccccc3nc12	-8	1.7	0	1.2	-15	19	-3	21	8
c1ccc(-c2nnc(-c3ccncc3)nc2-c2ccccc2)cc1	1	-1.3	-1	0.6	8	10	-5	3	10
CCCOc1ccc(OCCOCCN2CCc3ccccc3C2)cc1	-10	-0.1	-2	0.5	8	11	10	28	7
COc1ccc(Cn2nnnc2C(c2cc3cccc(C)c3[nH]c2=O)N2CCOCC2)cc1 (stereo unspecified)	1	-2.3	-3	0.2	17	15	-23	7	8
COc1ccc(S(=O)(=O)N(CC(=O)NCc2cccnc2)Cc2ccccc2)cc1	-8	0.8	-3	0.7	1	-4	-6	9	8
COc1ccccc1CN1CCCC(C(=O)N(C)Cc2ccccc2)C1 (stereo unspecified)	0	-0.1	-2	-0.1	-12	6	8	-7	16
Cc1cc(OCC(=O)NCCCN2CCOCC2)cc(C)c1Cl	.	0.6	3	0.2	.	.	-6	.	3&10
CC(C)(C)c1ccc(NC(=O)N2CCCN(c3c(Cl)cncc3Cl)CC2)cc1	-1	1.7	-1	71	5	4	13	43	13
CC(C)C1Nc2c(O)cc(Cl)c([N+](=O)[O-])c2C2C=CCC21 (stereo unspecified)	5	-1.2	-2	1.0	8	.	2	-3	7
O=C(c1ccc(Cl)cc1)N1CCN(c2ccc([N+](=O)[O-])c(NCc3cccnc3)c2)CC1	.	-12	0	-0.1	.	.	0	.	8
COc1ccccc1NC(=O)C(=O)N/N=C(\C)CC(=O)Nc1ccccn1	-7	-0.5	0	1.6	2	19	-5	-2	7

Shown with values under each structure: 10 of the compounds above.
Value order: FXIa inh 1536, TNF necrop inh, Wee1 degr inh, zVAD death inh, FXIIa inh 1536, PPC-1+TRAIL kill, Tb hexokinase, CHOP inhibitor, PGE2 EP2 inh
N#Cc1c(N)n(CCOC(=O)c2cccc(Br)c2)c2nc3ccccc3nc12
    -8, 1.7, 0, 1.2, -15, 19, -3, 21, 8
c1ccc(-c2nnc(-c3ccncc3)nc2-c2ccccc2)cc1
    1, -1.3, -1, 0.6, 8, 10, -5, 3, 10
CCCOc1ccc(OCCOCCN2CCc3ccccc3C2)cc1
    -10, -0.1, -2, 0.5, 8, 11, 10, 28, 7
COc1ccc(Cn2nnnc2C(c2cc3cccc(C)c3[nH]c2=O)N2CCOCC2)cc1 (stereo unspecified)
    1, -2.3, -3, 0.2, 17, 15, -23, 7, 8
COc1ccc(S(=O)(=O)N(CC(=O)NCc2cccnc2)Cc2ccccc2)cc1
    -8, 0.8, -3, 0.7, 1, -4, -6, 9, 8
COc1ccccc1CN1CCCC(C(=O)N(C)Cc2ccccc2)C1 (stereo unspecified)
    0, -0.1, -2, -0.1, -12, 6, 8, -7, 16
Cc1cc(OCC(=O)NCCCN2CCOCC2)cc(C)c1Cl
    ., 0.6, 3, 0.2, ., ., -6, ., 3&10
CC(C)(C)c1ccc(NC(=O)N2CCCN(c3c(Cl)cncc3Cl)CC2)cc1
    -1, 1.7, -1, 71, 5, 4, 13, 43, 13
CC(C)C1Nc2c(O)cc(Cl)c([N+](=O)[O-])c2C2C=CCC21 (stereo unspecified)
    5, -1.2, -2, 1.0, 8, ., 2, -3, 7
O=C(c1ccc(Cl)cc1)N1CCN(c2ccc([N+](=O)[O-])c(NCc3cccnc3)c2)CC1
    ., -12, 0, -0.1, ., ., 0, ., 8

The list continues:
SMILES	FXIa inh 1536	TNF necrop inh	Wee1 degr inh	zVAD death inh	FXIIa inh 1536	PPC-1+TRAIL kill	Tb hexokinase	CHOP inhibitor	PGE2 EP2 inh
CSc1nc(C2CC2)cc(-c2cccs2)c1C#N	0	0.3	-2	0.2	2	-12	8	8	18
CCOC(=O)N1CCN(c2cc3nccnc3cc2F)CC1	5	-0.5	1	-0.1	11	3	-16	24	7
CN1CCN(C(=O)CSc2nc(-c3ccco3)cc(C(F)(F)F)n2)CC1	-3	0.5	-2	1.6	3	36	-26	18	10&2
Cc1cc(C(=O)OCC(=O)N(C)C2CCS(=O)(=O)C2)c(C)n1-c1ccccc1 (stereo unspecified)	4	-2.8	1	0.3	14	-11	-1	6	16
O=C(NC(=O)N1CCN(c2ccc([N+](=O)[O-])cn2)CC1)c1ccccc1F	0	1.7	-2	0.2	4	23	-29	-34	4
O=C(N/N=C/c1ccc(O)c(O)c1O)/C(=C/c1ccc([N+](=O)[O-])cc1)NC(=O)c1ccccc1	27	-14	0	-0.5	41*	28	-6	49	2
COc1ccccc1Oc1ccc(S(=O)(=O)N2CCOCC2)cc1S(=O)(=O)N1CCOCC1	2	-0.2	0	0.0	12	11	0	-1	14
COc1ccc(NC(=O)CSc2nc(NS(=O)(=O)c3ccc(C)cc3)cc(=O)[nH]2)cc1	-14	0.4	-2	0.7	0	4	-9	18	13
CCc1nnc(NS(=O)(=O)c2ccc(NC(=S)NC(=O)c3ccc(Br)cc3)cc2)s1	10	1.1	-2	0.7	11	10	0	-24	59*
COc1cc(CN2CCN(c3cc(C)ccc3C)CC2)cc([N+](=O)[O-])c1O	.	-3.5	1	0.2	.	.	1	.	3
N#Cc1c(-n2cccc2)cccc1-n1cccc1	-3	-9.4	-1	0.3	4	8	0	14	6
CCCC(=O)NC(NC(=S)Nc1ccc(N=Nc2ccccc2)cc1)C(Cl)(Cl)Cl (stereo unspecified)	0	0.8	-2	1.9	8	2	-9	100*	6
O=C1C=C(N2CCN(C(=O)c3ccccc3)CC2)C2(CCCCC2)O1	-2	-2.2	3	0.3	12	-3	4	5	15
Cc1ccc(Cc2c(C)c(C#N)c3[nH]c4ccccc4n3c2=O)cc1	-12	-0.3	0	0.2	2	-10	-11	56	1
CS(=O)(=O)c1ccc(SCC(=O)NC2CCS(=O)(=O)C2)c([N+](=O)[O-])c1 (stereo unspecified)	3	0.1	-1	2.4	3	12	-4	6	6
COc1ccc(-n2c(Cc3cccn3C)nnc2SCC(=O)Nc2cccc(Cl)c2)cc1	-4	0.9	-2	2.1	9	10	-5	60	9
Cc1onc(C(=O)Nc2cccnc2Cl)c1[N+](=O)[O-]	-5	1.7	-3	0.4	-2	12	-6	35	4
O=C(CSc1ccc(-c2ccccn2)nn1)c1ccccc1	1	0.2	4	0.8	4	11	0	-1	4
O=C1C=CN(Cc2ccccc2)CC1	4	-0.7	.	1.3	10	-5	-41	1	11
CCc1nc(SCC(=O)NNC(=O)C2CCCCC2)c2ccccc2n1	3	-2.4	-2	2.9	5	28	-6	45	14&6
C[n+]1nc(Nc2cccc(F)c2)sc1-c1ccc(C(=O)O)cc1	5	-2.5	.	0.0	10	-4	-13	20	.
COc1cccc(NC(=S)N(CCCN2CCN(C)CC2)Cc2ccco2)c1	-2	2.0	-2	0.9	6	18	-3	28	0
